Artemis inh: inhibitors of human Artemis endonuclease activity; Q96SD1; recombinant Artemis, quenched FAM hairpin cleavage fluorescence; inhibition, % at 10 µM; actives 0.78% (n = 30,000); AID 686954;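 active = at 10 µM dose, at least 30% inhibition, measured as corrected fluorescence normalized to stimulator and neutral control wells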
Target sequence (Q96SD1 whole entry, looked up): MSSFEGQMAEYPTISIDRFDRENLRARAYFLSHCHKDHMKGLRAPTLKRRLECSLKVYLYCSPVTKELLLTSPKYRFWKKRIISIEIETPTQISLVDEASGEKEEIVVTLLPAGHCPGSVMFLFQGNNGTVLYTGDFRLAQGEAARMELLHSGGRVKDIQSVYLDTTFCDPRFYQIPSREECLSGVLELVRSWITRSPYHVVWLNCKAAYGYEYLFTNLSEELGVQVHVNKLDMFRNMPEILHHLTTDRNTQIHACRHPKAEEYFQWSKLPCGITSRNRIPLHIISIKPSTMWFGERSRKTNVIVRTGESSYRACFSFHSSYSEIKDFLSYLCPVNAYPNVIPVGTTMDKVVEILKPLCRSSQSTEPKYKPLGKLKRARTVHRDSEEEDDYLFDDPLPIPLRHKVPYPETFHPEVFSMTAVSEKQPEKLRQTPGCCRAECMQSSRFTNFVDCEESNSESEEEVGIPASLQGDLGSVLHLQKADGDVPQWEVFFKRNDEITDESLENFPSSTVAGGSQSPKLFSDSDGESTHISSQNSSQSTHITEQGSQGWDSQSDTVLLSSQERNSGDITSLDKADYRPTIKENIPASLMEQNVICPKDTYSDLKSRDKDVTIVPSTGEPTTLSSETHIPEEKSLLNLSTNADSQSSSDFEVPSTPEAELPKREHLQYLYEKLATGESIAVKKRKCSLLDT
Numbers without * were called inactive. Some of the compounds tested. The share of hits here may be higher or lower than overall.

The first 4 records as a preview:
SMILES	Artemis inh
Cc1csc(NC(=O)CSc2nnc(-c3ccncc3)o2)n1	9
Cn1c(SCc2ccc3c(c2)OCO3)nnc1-c1ccccc1	11
COc1ccc2c3c(c(=O)oc2c1OCC(=O)C(C)(C)C)CCCC3	2
Cc1cccc2c1CC(C)(C)N=C2C1=C(O)CC(C)(C)CC1=O	-1

The list itself (from the top)
SMILES	Artemis inh
Cc1csc(NC(=O)CSc2nnc(-c3ccncc3)o2)n1	9
Cn1c(SCc2ccc3c(c2)OCO3)nnc1-c1ccccc1	11
COc1ccc2c3c(c(=O)oc2c1OCC(=O)C(C)(C)C)CCCC3	2
Cc1cccc2c1CC(C)(C)N=C2C1=C(O)CC(C)(C)CC1=O	-1
COc1ccc(Oc2ccccc2C=O)cc1	-3
COc1cc(-c2nnc(COC(=O)c3cc(C)nc4ccc(C)cc34)o2)cc(OC)c1OC	9
COc1ccc(-c2cn3nc4c(nc3n2)CCCC4)cc1	14
COCCCNc1nc2c(c(=O)[nH]c(=O)n2C)n1CC(O)COc1cccc(C)c1 (centres undefined)	-3
COc1ccccc1NC(=O)N1CCc2[nH]c3ccc(F)cc3c2C1	3
OCCNc1nc(-c2ccccc2)c2ccccc2n1	2
COc1ccc(-c2nc(-c3ccccc3)c(-c3cc([N+](=O)[O-])ccc3C)[nH]2)cc1OC	7
O=C(CCn1cnc2ccccc2c1=O)Nc1ccc2c(c1)OCCO2	-1
CCn1c(C)nc2cc(C(=O)OCCC(F)(F)F)ccc21	-8
O=C(CSc1nc(-c2ccccc2)cs1)NCc1ccco1	6
Cc1cc(NC(=O)NC(=O)c2ccc(F)cc2F)n[nH]1	-7
COC(=O)c1ccc(-c2ccco2)n1Cc1nc(-c2ccc(OC)c(OC)c2)oc1C	-2
Cn1nnnc1SCc1nc2ccccc2[nH]1	-5
COc1ccccc1N1CCN(C(=O)COc2ccc(C)cc2Br)CC1	6
Cc1cc(C)cc(Oc2ccccc2/C=N\O)c1	-4
COc1nccc(Nc2ccccc2)c1C#N	0
CCOC(=O)N1CCN(C(=O)CCn2nc(-c3ccc(Cl)cc3)ccc2=O)CC1	4
O=C(Nc1ccc2oc(-c3ccccc3F)nc2c1)c1ncn[nH]1	24
Cc1cc(C)c(NC(=O)C(C)(C)C)c(Cl)c1	4
CC1CCN(C(=O)Cn2cc(C(=O)C3CC3)c3ccccc32)CC1	-21
Cc1cccc(-n2c(C)nc3c(cnn3-c3ccc(F)cc3)c2=O)c1	-2
Nc1nc(CSc2nnnn2-c2ccccc2)nc(N2CCCc3ccccc32)n1	14
Cn1c(/C(C#N)=C(\O)CN2CCN(Cc3ccccc3)CC2)nc2ccccc21	5
CC(=O)C1=C(O)C(=O)N(CCNCCO)C1c1ccccc1 (centres undefined)	-2
C#CCOC(=O)CCC(=O)NCCc1ccccc1	-4
COc1ccccc1NC(=O)C1=C(C)Nc2nc(CCCO)nn2C1c1cccnc1 (centres undefined)	4
COc1ccc(Oc2c(Cl)cnn(-c3ccc(Cl)c(Cl)c3)c2=O)cc1	7
COc1ccc(CNC(=O)CN(CC2CCCO2)C(=O)CNS(=O)(=O)c2ccc(F)cc2)cc1 (centres undefined)	-1
CC12CCC(C(=O)NCc3ccc4c(c3)OCO4)(C(=O)C1=O)C2(C)C (centres undefined)	-1
CCCCn1c(-c2ccccc2)nc2c(=O)n(C)c(=O)[nH]c21	16
CCOC(=O)CC1=CSC2=NS(=O)(=O)CCN12	-2
Cc1cc(C)c2nc(NC(=O)c3cc(C)on3)sc2c1	2
COc1ccccc1N1C(N)=NC(N)=NC1(C)C	-2
Cc1nc(-c2ccccc2)sc1C(=O)/C=C/c1ccccc1	3
Cc1cccc(C(=O)N2CCN(C(=O)c3cccc(C)c3)C(C)C2)c1 (centres undefined)	-4
COc1ccccc1C(=O)N(Cc1ccco1)C1CCS(=O)(=O)C1 (centres undefined)	-4
COc1ccccc1CNC(=O)/C=C/c1cc2c(cc1Br)OCO2	-5
COC(=O)CSC1=C(C#N)C(c2ccsc2)CC(=O)N1 (centres undefined)	7
N#CCC(=O)NCC1(c2ccccc2)CCCC1	-2
O=C(COC(=O)c1ccccc1NC(=O)c1ccco1)NCc1ccc2c(c1)OCO2	-1
N#Cc1ncc(C(F)(F)F)cc1Sc1ccccc1N	-4
COc1ccc(CCNC(=O)Cc2cc(OCc3ccccc3)c(OC)cc2[N+](=O)[O-])cc1OC	0
CCOC(=O)COn1c(=O)c(-c2ccco2)[n+]([O-])c2ccccc21	2
CCOC(=O)CSc1nc(N)c(C#N)c(-c2ccc(OC)cc2)c1C#N	6
CCc1nc(N[C@@H](Cc2c[nH]c3ccccc23)C(=O)O)c2oc3ccccc3c2n1	-3
COc1ccccc1OCc1csc(NC(=O)c2ccco2)n1	2
Cc1cc(OC(=O)c2ccc(Cl)cc2)cc(=O)n1C	7
CC1CN(C(=S)NC(=O)c2cccc([N+](=O)[O-])c2)CC(C)O1 (centres undefined)	-7
Cc1ccc2nc(NC(=O)c3cccs3)sc2c1	-4
CCOC(=O)c1cc(-c2cc3ccccc3o2)n[nH]1	4
N#C/C(=C/c1ccc(N2CCOCC2)o1)c1nc2ccccc2[nH]1	-61
CC1(C)CCCC2=C1CC1C(=O)N(c3ccccc3)C(=O)C1C2 (centres undefined)	-2
CC(C)c1nnc(NC(=O)CN(C)S(=O)(=O)c2ccc3c(c2)OCCO3)s1	-2
CCCCc1c(O)nc(SCC(=O)NC(C)(C)C)n(-c2ccccc2C)c1=O	0
COc1ccc(NC(=O)CSc2nc(C)cc(C(F)(F)F)n2)cc1	-8
CCOc1cccc(-c2nc3cc(C)ccc3o2)c1	-1

Additional results follow.
SMILES	Artemis inh
Cc1c(NC(=O)C(C)Sc2nnc(-c3ccccc3)o2)c(=O)n(-c2ccccc2)n1C (centres undefined)	-7
Cc1noc(C)c1C(=O)N1CCCc2ccccc21	-2
CC(=O)c1cccc(NC(=O)N2CCCC2C(=O)Nc2cccc(C)c2)c1 (centres undefined)	-11
S=C(Nc1ccc(Cl)cc1Cl)Nc1ccccc1Oc1ccccc1	7
CC(=O)O[C@H]1CSC[C@H]1NC(=O)c1ccccc1	-9
CN=c1scc(C)n1/N=C/c1ccc2c(c1)OCO2	2
CC1Cc2cc(/C(O)=C3/C(=O)C(=O)N(Cc4ccco4)C3c3cccs3)ccc2O1 (centres undefined)	11
COC(=O)c1ccc(Oc2coc3cc(OCc4cnn(-c5ccccc5)c4)ccc3c2=O)cc1	9
Cc1cc(NC(=O)CSc2nc3ccccc3c(=O)n2-c2ccccc2)no1	-6
CC1=C(C(=O)Nc2ccccc2)C2(CCCCC2)C(C#N)=C(SCC(N)=O)N1	-10
CC1CCCCN1Cc1cnc(Cl)s1 (centres undefined)	-4
CCN1C(=O)N(c2ccc(Cl)cc2)C(C)=CC1(C)C	7
O=C(OCC(=O)N1CCC(Cc2ccccc2)CC1)c1ccc[nH]c1=O	-8
CCCCN1C(=O)c2ccc(C(=O)Nc3cccc(C)c3C)cc2C1=O	3
Cc1ccc2nc(NC(=O)C3CCCN(S(=O)(=O)c4cccc5nsnc45)C3)sc2c1 (centres undefined)	29
CN(C1CCCCC1)S(=O)(=O)c1ccc(NC(=O)c2ccco2)cc1	0
CCCc1nnc(NC(=O)CN2C(=O)c3ccccc3C2=O)s1	-8
Cn1c(NCc2ccccc2)nc2c1c(=O)n(Cc1ccc(Br)cc1)c(=O)n2C	10
COc1ccc(/C(C)=N\n2cnnc2)cc1	-12
C=C(C)C(=O)Nc1cccc(C(C)=O)c1	-6
Cc1ccnc2c(N3C(=O)C4C5C=CC(C5)C4C3=O)cccc12 (centres undefined)	0
CCC(=O)N1CCN(c2ccc(Cl)cc2NC(=O)Cc2ccccc2)CC1	-16
O=C(CCC1CCCC1)N1CCN(C(=O)c2ccco2)CC1	4
CCN(CC(=O)Nc1ccc2c(c1)OCCO2)CC(=O)Nc1cc(C)on1	-1
Cc1c(C)n(C(=O)CSc2nncn2C)c2ccccc12	1
COc1ccc2cc(-c3csc(-c4cccnc4)n3)ccc2c1	3
COc1ccccc1NC(=O)C1=C(C)Nc2ncnn2C1c1ccc(C)o1 (centres undefined)	0
CCOC1(OCC)N=C(N)C2(C#N)C(c3cccc(OC)c3OC)C12C#N (centres undefined)	0
NC(=O)c1c(N)sc2c1CCCCC2	1
CCOc1ccc(NC(=O)CCNc2c(N3CCCC3)c(=O)c2=O)cc1	0
Cc1ccc(NC(=O)c2ccc(CSc3ncnc4nc[nH]c34)cc2)c(C)c1	-1
Nc1nnc(CC(=O)NCc2ccccc2)s1	-9
O=c1oc(-c2ccccc2)nc2ccsc12	5
O=C(Nc1nncs1)C1COc2ccccc2O1 (centres undefined)	4
O=C(Cn1cnc2c(cnn2-c2ccc(F)cc2)c1=O)N1CCN(c2ccccc2)CC1	0
CCOC(=O)/C(N=Nc1ccc(Cl)cc1)=C(/O)c1ccc([N+](=O)[O-])cc1	1
COc1ccc(S(=O)(=O)N2CCCN(CCC(=O)Nc3cccc(C(F)(F)F)c3)CC2)cc1	-5
COCCCNC(=O)c1ccc2c(c1)ncn2-c1ccccc1OC	-3
CNC(=O)CC1C(=O)N(C)C(=S)N1NC(=O)c1ccc(Cl)cc1 (centres undefined)	-1
Cn1c(=O)c2c(ncn2CC(=O)N2CCN(c3ccccc3)CC2)n(C)c1=O	-10

Given field by field: entries from further up
> Cc1cc(NC(=O)CSc2nc3ccccc3c(=O)n2-c2ccccc2)no1
- Artemis inh = -6

> CC1=C(C(=O)Nc2ccccc2)C2(CCCCC2)C(C#N)=C(SCC(N)=O)N1
- Artemis inh = -10

> CC1CCCCN1Cc1cnc(Cl)s1 (centres undefined)
- Artemis inh = -4

> CCN1C(=O)N(c2ccc(Cl)cc2)C(C)=CC1(C)C
- Artemis inh = 7

Remaining list, next part:
SMILES	Artemis inh
CC(C)Sc1nc2c(c(=O)[nH]c(=O)n2C)n1C	14
CCCCNC(=O)CCCn1c(=O)c2ccccc2n(CC(=O)NCCC2=CCCCC2)c1=O	1
C=CCN(C(=O)CNC(=O)c1ccco1)C(C(=O)NC1CCCCC1)c1ccc(F)cc1 (centres undefined)	3
CCCn1c(=N)n(CC(O)c2ccco2)c2ccccc21 (centres undefined)	3
Cn1c(=O)n(CC(=O)Nc2ccccc2)c2ccccc21	2
CCOc1ccccc1C1CC(=O)Nc2cc(OC)c(OC)c(OC)c21 (centres undefined)	0
COc1ccc(OC)c(C(=O)CSc2nc3ccccc3n2CC(=O)NC(C)(C)C)c1	4
COCCn1c(C)cc(C(=O)CSc2ncnc3sc4c(c23)CCC4)c1C	-2
Nc1nnnn1/N=C/C=C/c1ccccc1	10
CCOC(=O)c1sc(=S)n(-c2ccccc2)c1N	4
O=C(CNS(=O)(=O)c1ccc2ccccc2c1)OCc1nnc(-c2ccccc2)o1	8
COc1ccccc1C(=O)N1CCNC(=O)C1CC(=O)Nc1ccc(Cl)cc1 (centres undefined)	5
Cc1cccc(N(C(=O)CNC(=O)c2ccco2)C(C(=O)NC2CCCC2)c2ccncc2)c1 (centres undefined)	4
Cc1c(Cl)cccc1NC(=O)Nc1ccn(C)n1	1
COc1ccc(CCNC(=O)Cc2cc(OC)c(OC)cc2[N+](=O)[O-])cc1OC	-10
Cc1sc(NC(=O)Cn2nc(C(F)(F)F)cc2C)c(C(=O)OC(C)C)c1C	4
Cc1cc(=O)[nH]c(SCC(N)=O)c1C#N	-9
O=C(O)CSc1nnc(-c2cc3ccccc3o2)n1-c1ccccc1	-4
Cc1noc(C)c1COC(=O)c1ccc(S(=O)(=O)NCc2ccco2)cc1	6
Cc1noc(C)c1C(=O)N1CCOCC1	4

Taken from above.
COc1ccc(-c2cn3nc4c(nc3n2)CCCC4)cc1 | Artemis inh = 14
CC1Cc2cc(/C(O)=C3/C(=O)C(=O)N(Cc4ccco4)C3c3cccs3)ccc2O1 (centres undefined) | Artemis inh = 11
COc1ccccc1OCc1csc(NC(=O)c2ccco2)n1 | Artemis inh = 2
CCOC(=O)COn1c(=O)c(-c2ccco2)[n+]([O-])c2ccccc21 | Artemis inh = 2
CCCCc1c(O)nc(SCC(=O)NC(C)(C)C)n(-c2ccccc2C)c1=O | Artemis inh = 0
O=C(Nc1ccc2oc(-c3ccccc3F)nc2c1)c1ncn[nH]1 | Artemis inh = 24
COc1ccc(NC(=O)CSc2nc(C)cc(C(F)(F)F)n2)cc1 | Artemis inh = -8
CCOC(=O)CC1=CSC2=NS(=O)(=O)CCN12 | Artemis inh = -2

(next part)
SMILES	Artemis inh
COC(=O)c1ccccc1NC(=O)CN(C)S(=O)(=O)c1cc(C)ccc1OC	4
CCc1nc(NCCN)c(C#N)c2c1CSC(C)(C)C2	4
Cc1c(N(C)C(=O)c2ccccc2F)c(=O)n(-c2ccccc2)n1C	1
COc1ccc(-c2[nH]ncc2/C=N\NS(=O)(=O)c2ccc(Cl)cc2)cc1	3
Cc1ccc(C)c(N(CC(=O)NCCSCc2ccco2)S(C)(=O)=O)c1	1
CS(=O)(=O)N(CC(=O)NCC1CCCO1)Cc1ccc(Cl)cc1 (centres undefined)	-5
COc1ccc2nc(SCC(=O)/C(C#N)=C(\C)N)[nH]c2c1	4
COc1ccc2oc(=O)c(C(=O)NCc3ccccn3)cc2c1	5
Cc1cc(Cl)c(S(=O)(=O)NCc2cccnc2)cc1OCC(N)=O	1
C/C(CC(=O)NCc1ccco1)=N\NC(=O)Cc1ccc(Cl)cc1	-3
COc1ccccc1-n1cnnc1SCC(=O)c1ccc[nH]1	-3
CCOC(=O)c1ccccc1NC(=O)COC(=O)C1=COCCO1	-4
COCCNC(=O)C(c1cccs1)N(C(=O)Cn1nnc2ccccc21)c1cccc(C)c1 (centres undefined)	-5
CCOC(=O)C1CCN(S(=O)(=O)c2nc3nc(C)cc(C)n3n2)CC1	0
CC1=C(C(=O)OC(C)C)C(c2coc3ccccc3c2=O)C2=C(CCCC2=O)N1 (centres undefined)	3
O=c1[nH]cnc2c1C1(CCCC1)Cc1ccccc1-2	-11
COC1(OC)N=C(N)C2(C#N)C(c3ccc(C)cc3)C12C#N (centres undefined)	-12
CCN1CCN(C(c2cc(OC)c(OC)c(OC)c2)c2nnnn2C(C)C)CC1 (centres undefined)	0
N#Cc1ccc(C(=O)NCC(c2ccco2)N2CCCCC2)cc1 (centres undefined)	-2
COCCn1c(C)cc(C(=O)CSc2nnc(C)s2)c1C	0
CCn1c(SCC(=O)NCc2ccco2)nnc1-c1ccc(N)cc1	-2
O=C(CSc1nnc(CNC(=O)c2c(F)cccc2Cl)o1)NCc1ccc2c(c1)OCO2	7
